Screening results from PubChem BioAssay.
m5-HT2A agonist: mouse HTR2A agonism via beta-arrestin recruitment; CHO-K1 mHTR2A beta-arrestin complementation, luminescence; percent of 30 µM serotonin response; activation, % at 7.6 µM; actives 0.66% (n = 360,000); AID 624169;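 active means activation above a run cutoff, the mean activation of all tested compounds plus 3 SD, cut at about 14% in these data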;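 further: 0% = plate median of compound wells and 100% = 30 µM serotonin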
Glyco luc inh: N-linked glycosylation inhibition. D54 ERlucT glycosylation luciferase reporter, 24 h; percent of 100 nM tunicamycin response. reporter increase, % at 12.5 µM. actives 0.23% (n = 360,000);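 active means mean luciferase reporter signal, scaled so untreated is 0 and the glycosylation-blocking control 100, at or above a set limit in every replicate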;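 further: luciferase carries N-glycosylation sites so blocking glycosylation raises the light; 0% = median of neutral control wells and 100% = median of 100 nM tunicamycin wells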
MC4R antagonist: antagonists of human melanocortin 4 receptor (MC4R) | MC4R-expressing cells, MTII-stimulated cAMP, LANCE TR-FRET | inhibition, % at 6.5 µM | actives 0.48% (n = 360,000) | AID 540295;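 active means inhibition above its plate's cutoff, the mean of tested wells on that plate plus 3 SD, cut at about 29% in these data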;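 further: 0% = Melanotan II alone and 100% = Melanotan II plus saturating MCL0020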
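Material: human MC4R-expressing U2OS cells. Probe or stimulus: Melanotan II challenge. Dosing: 6.5 µM single dose. Times: 30-min compound, 1-h challenge, 1-h detection, room temperature. Technique: TR-FRET with Eu-cAMP and labeled anti-cAMP, 671 nm. Replication: singlicate.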
MC4R ag barr: activates human MC4R beta-arrestin recruitment | U2OS MC4R beta-arrestin complementation, luminescence; percent of melanotan II response, DMSO zero | activation, % at 8.9 µM | actives 0.98% (n = 360,000);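 active means activation above a per-plate cutoff, the mean activation of sample wells on that plate plus 3 SD, cut at about 8% in these data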
Vif imaging: HIV Vif inhibition; HEK293T cells, Vif self-association by quenched fluorescence, imaging, 24 h; inhibition, % at 7.49 µM; actives 0.35% (n = 340,000); AID 602346; in the data active means inhibition above about 50%, passing the limit was not always enough; further: some results filed as inactive read as strong as hits
CaV13 ICDI inh: Primary screen for inhibitors of IQ motif and Ca2+-dependent inactivation inhibitor domain binding in CACNA1D, Förster resonance energy transfer in living cells, … | HEK cells, CFP/YFP FRET ICDI-IQ, plate reader, 10 min; percent FRET-ratio fall versus neutral wells | inhibition, % at 12.3 µM | actives 0.098% (n = 340,000);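 active means mean replicate inhibition of at least 30% and at least 1% of replicates passing that level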;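 further: 0% = median of the neutral control wells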
ABCB6 inh 2: blocks the human ABCB6 transporter; Q9NP58; K562-ABCB6 porphyrin accumulation, flow cytometry, 1 h; hits give low values; fluorescence ratio to DMSO, % at 10 µM; actives 0.19% (n = 360,000);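 active means fluorescence ratio to DMSO below 75%, the collection mean minus 3 SD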;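 further: signal is porphyrin accumulated inside mitochondria; 100% equals median channel fluorescence of DMSO control wells; lower ratio means ABCB6 inhibition with less porphyrin fluorescence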
Target sequence (Q9NP58 whole entry, looked up): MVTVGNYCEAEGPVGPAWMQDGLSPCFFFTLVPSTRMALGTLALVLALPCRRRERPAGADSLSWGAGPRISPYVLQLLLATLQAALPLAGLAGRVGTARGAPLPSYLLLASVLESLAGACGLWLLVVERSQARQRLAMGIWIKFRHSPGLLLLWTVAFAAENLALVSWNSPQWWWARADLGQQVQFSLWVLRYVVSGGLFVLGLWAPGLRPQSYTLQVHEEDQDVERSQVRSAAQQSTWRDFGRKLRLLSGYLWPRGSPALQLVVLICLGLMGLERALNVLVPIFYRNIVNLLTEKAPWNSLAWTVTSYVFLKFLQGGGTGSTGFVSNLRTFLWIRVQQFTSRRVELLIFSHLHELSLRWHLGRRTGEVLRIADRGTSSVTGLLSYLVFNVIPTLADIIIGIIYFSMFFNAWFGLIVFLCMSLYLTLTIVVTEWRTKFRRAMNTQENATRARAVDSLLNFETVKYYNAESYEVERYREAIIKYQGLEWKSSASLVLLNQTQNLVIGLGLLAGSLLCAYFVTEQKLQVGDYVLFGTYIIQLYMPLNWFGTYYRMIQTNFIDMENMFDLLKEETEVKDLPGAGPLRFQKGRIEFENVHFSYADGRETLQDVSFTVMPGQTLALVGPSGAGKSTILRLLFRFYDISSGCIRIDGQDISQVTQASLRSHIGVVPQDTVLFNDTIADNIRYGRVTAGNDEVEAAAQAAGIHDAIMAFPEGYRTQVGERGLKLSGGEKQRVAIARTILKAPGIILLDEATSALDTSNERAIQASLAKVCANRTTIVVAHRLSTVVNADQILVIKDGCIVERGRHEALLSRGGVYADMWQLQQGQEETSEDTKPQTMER
aDG glyco act: increases alpha dystroglycan glycosylation; activation, % at 10 µM; Pro5-aDG cells, alpha-DG glycosylation AlphaScreen (IIH6); 0% Pro5, 100% B10-LARGE cell signal; actives 0.22% (n = 360,000); AID 624168;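 active means activation of at least 8% versus controls, or a plate z-score of at least 8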;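 further: Pro5 are CHO cells carrying HIG-tagged alpha-DG that lacks glycosylation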
PDI inh: inhibitors of human protein disulfide isomerase; P07237; inhibition, % at 10 µM; PDI insulin aggregation turbidity, A650, 90 min; actives 0.052% (n = 350,000);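 active means mean inhibition across replicates of 30% or more, whatever share of single replicates reach that level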;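 further: absorbance from insulin aggregation driven by PDI reduction with DTT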
H9c2 protect: modulators protecting cardiomyocytes from myocardial damage; protection from H2O2 cell death, % at 20 µM; actives 0.63% (n = 360,000); H9c2 cardiomyocytes, H2O2 injury protection, ATPLite, 2 h; AID 588492;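 active means compounds giving at least 50% protection of heart cells from peroxide-induced death in the single-dose screen, raw or plate-pattern-corrected value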;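 further: 0% = DMSO wells with peroxide and 100% = DMSO wells without peroxide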
The depositor's hits bear a star; x = no result given.

The line under a structure holds: m5-HT2A agonist | Glyco luc inh | MC4R antagonist | MC4R ag barr | Vif imaging | CaV13 ICDI inh | ABCB6 inh 2 | aDG glyco act | PDI inh | H9c2 protect
CC(/C=N/NC(=O)c1ccccc1C)=C\c1ccccc1
  7 | -2 | 1 | 2.3 | 0 | -5 | 97 | 0.0 | -2 | -5
CC(=O)c1ccc(NC(=S)N2CCN(CCN3C(=O)c4cccc5cccc(c45)C3=O)CC2)cc1
  1 | 2 | 4 | -2.7 | 1 | -3 | 103 | -0.3 | 10 | 8
COc1ccc(C(=O)N2CCC(C(=O)O)CC2)cc1
  9 | 3 | -1 | -2.9 | -2 | -5 | 97 | 0.0 | 0 | 1
CCN(CC(=O)Nc1c(F)cccc1F)C(=O)c1ccc(N2CCCC2=O)cc1
  8 | -1 | 4 | -2.9 | 14 | -1 | 102 | 0.2 | -5 | 0
O=C(OCCN1CCCCC1)c1ccccc1Cl
  3 | 0 | -2 | 0.9 | 2 | -3 | 96 | -0.1 | 0 | 4
CCC(=O)c1cn(CC(=O)NCc2ccco2)c2ccccc12
  -1 | 3 | 8 | 0.2 | -2 | -5 | 95 | 0.0 | 14 | 2
O=C(Nc1cccc(C(=O)NC2CC2)c1)c1ccccc1
  6 | 2 | -1 | -1.9 | -2 | -9 | 95 | 0.2 | -2 | -2
N#CC1=C(N)Oc2n[nH]c(-c3ccc(F)cc3)c2C1c1cccnc1 (centres undefined)
  1 | 2 | 2 | -0.7 | x | x | 96 | -0.2 | -16 | 14
CC(C)c1ccc(NC(=O)CNC(=O)Cn2cnc3ccccc3c2=O)cc1
  -3 | 1 | -4 | -0.9 | 4 | -2 | 100 | 0.0 | -1 | -6
CC(NC(=O)COC(=O)CC(c1ccccc1)c1ccccc1)c1ccccc1 (centres undefined)
  -3 | -2 | -1 | -2.6 | -1 | -15 | 102 | -0.2 | -10 | 5
Cc1ccc(-n2c(C)nnc2SCC(=O)N2CCc3ccccc3C2)cc1
  -2 | 1 | 14 | -0.9 | 1 | -3 | 100 | 0.4 | 10 | 4
Cc1c(-c2ccnc3cc(C(=O)O)nn23)cnn1C
  0 | 4 | 21 | 1.1 | 22 | -2 | 94 | -0.4 | -3 | -6
CCCCN(C)C(=O)Cn1cnc2sc(C)c(S(=O)(=O)N3CCN(c4ccccc4OC)CC3)c2c1=O
  1 | -2 | 6 | -0.8 | -8 | -2 | 99 | -0.3 | -2 | 43
COc1ccc(CCNC(=O)c2cn(C)c3ccc(S(=O)(=O)N4CCOCC4)cc3c2=O)cc1OC
  1 | 9 | 16 | -0.2 | -9 | -15 | 103 | -0.5 | -2 | 4
CCOC(=O)C1C(C(C)=O)=C(c2ccccc2)c2ccccc2N1S(=O)(=O)C(F)(F)F (centres undefined)
  0 | -3 | 7 | -0.6 | -10 | -6 | 94 | 0.0 | -2 | -6
CCc1nnc(NC(=O)C2CCCCN2S(=O)(=O)c2ccccc2)s1 (centres undefined)
  1 | 1 | 12 | -2.3 | 3 | -2 | 102 | 0.1 | 2 | 3
COc1ccc(CNCCC2(Cc3ccccc3)CC(C)N(C)CC2C)cc1OC (centres undefined)
  -1 | -4 | -1 | -3.4 | -2 | -6 | 95 | 0.0 | -4 | 5
O=C(Nc1ccc(O)c(C(=O)O)c1)Oc1ccccc1
  -6 | 1 | 0 | -1.4 | 4 | -19 | 99 | 0.0 | 9 | 2
CCCCOC(=O)c1cc(=O)[nH]c2ccc(C)cc12
  -1 | -6 | 12 | 3.9 | 8 | -9 | 98 | -0.2 | 0 | -7
CCOC(CNC(=O)C(=O)Nc1cc2c3c(c1)CCC(=O)N3CCC2)OCC
  -3 | 2 | 5 | -1.5 | -8 | -3 | 100 | -0.1 | 4 | 0
CC(NC(=O)/C(=C/c1cccc([N+](=O)[O-])c1)NC(=O)c1ccco1)C(=O)O (centres undefined)
  -1 | 0 | 6 | -1.6 | -1 | -5 | 89 | -0.3 | -3 | 2
COc1cccc(OC)c1C(=O)Nc1cccc(S(=O)(=O)Nc2ccccc2Cl)c1
  0 | -1 | 6 | -1.7 | x | -3 | 99 | 0.1 | 4 | 6
Cc1ccc([N+](=O)[O-])c(OCC(O)CNC(C)(C)C)c1 (centres undefined)
  -2 | -1 | -1 | 1.5 | 1 | -20 | 100 | -0.1 | 2 | 5
CCOC(=O)[C@H]1[C@H]2COc3ccc(C)cc3[C@@H]2N2C(=O)c3cc(F)ccc3NC(=O)[C@@]12C
  4 | -1 | 6 | 0.6 | -5 | -5 | 100 | 0.2 | 1 | 10
O=C(c1cccs1)N1C[C@H](n2cc(C3CC3)nn2)[C@@H](O)C[C@@H]1c1ccccc1
  -2 | 3 | 9 | -2.9 | -3 | -7 | 97 | 0.0 | -2 | 9
O=c1c2cc([N+](=O)[O-])cc([N+](=O)[O-])c2[nH]n1-c1ccccc1
  -8 | -1 | 9 | -2.6 | -10 | -21 | 100 | -0.2 | 7 | 0
CCN(CC(=O)NCc1cccs1)S(=O)(=O)c1cccc(C(C)=O)c1
  2 | 0 | 14 | 0.9 | -6 | -4 | 98 | -0.1 | 3 | 7
CCN1CCc2c(C#N)c(NCc3ccccc3)nc(N(CC)CC)c2C1
  1 | -3 | -1 | 0.2 | -3 | -5 | 97 | 0.4 | -14 | 3
CN(C)S(=O)(=O)c1cc(NC(=O)CN2CCN(c3ccccc3)CC2)ccc1Cl
  18* | -2 | 10 | -2.5 | -7 | -4 | 94 | -0.1 | 2 | -5
COc1cnc(SCc2c(Cl)cccc2Cl)nc1Cl
  2 | -3 | 12 | 2.4 | -2 | -8 | 97 | 0.2 | -1 | -9
COc1cccc(-c2cc(=O)c3cc(NC(=O)c4ccc(Cl)cc4)ccc3[nH]2)c1
  2 | 17 | -8 | 0.7 | -1 | 3 | 101 | 0.1 | -6 | 11
Cc1ccc2cc(C#N)c(N3CCN(C)CC3)nc2c1
  -1 | 3 | -1 | -1.1 | -4 | x | 94 | 0.0 | -4 | 2
O=C(CN1C2CCCC1CC(NC(=O)c1ccco1)C2)Nc1ccccc1 (centres undefined)
  -3 | -1 | 5 | -0.4 | 5 | -1 | 99 | 1.6 | 19 | 6
Cc1nn(Cc2ccccc2Cl)c2sc(C(=O)NCCCn3ccnc3)cc12
  -7 | -3 | -10 | -1.6 | x | -9 | 89 | 0.1 | 4 | 10
COC(=O)C(C)Sc1ncnc2c1c(-c1ccccc1)cn2-c1ccc(OC)cc1 (centres undefined)
  -1 | 2 | 12 | -2.5 | 1 | -2 | 91 | 0.1 | -4 | 0
C=CCSC1=N/C(=C\c2cc(OC)c3c(c2)OCO3)C(=O)S1
  2 | 1 | 6 | -2.2 | 0 | -5 | 100 | -0.3 | -2 | -5
CC(=O)Nc1ccc(S(=O)(=O)N2CCN(C3CCCCCCC3)CC2)cc1
  -2 | -2 | 6 | -1.7 | 5 | -5 | 99 | 0.1 | -6 | -11
Cc1ccc(C(=O)NCCN2CCOCC2)cc1
  3 | 2 | -4 | 2.1 | 8 | -9 | 94 | -0.1 | -3 | -6
COc1cccc(-c2nc3n(n2)C(c2ccc4c(c2)OCO4)C(C(N)=O)=C(C)N3)c1 (centres undefined)
  4 | 14 | 11 | -1.1 | 7 | -4 | 98 | -0.1 | 5 | 9
Cc1ccc(NC(=O)CSCC(=O)N2CCN(Cc3ccc4c(c3)OCO4)CC2)cc1
  -12 | 0 | 5 | -1.1 | 8 | -2 | 97 | 0.1 | 3 | -5

Reformatted as a markdown table: entries from further up.
| structure | m5-HT2A agonist | Glyco luc inh | MC4R antagonist | MC4R ag barr | Vif imaging | CaV13 ICDI inh | ABCB6 inh 2 | aDG glyco act | PDI inh | H9c2 protect |
| --- | --- | --- | --- | --- | --- | --- | --- | --- | --- | --- |
| COc1cccc(-c2nc3n(n2)C(c2ccc4c(c2)OCO4)C(C(N)=O)=C(C)N3)c1 (centres undefined) | 4 | 14 | 11 | -1.1 | 7 | -4 | 98 | -0.1 | 5 | 9 |
| Cc1ccc(NC(=O)CSCC(=O)N2CCN(Cc3ccc4c(c3)OCO4)CC2)cc1 | -12 | 0 | 5 | -1.1 | 8 | -2 | 97 | 0.1 | 3 | -5 |

Following part.
The line under a structure holds: m5-HT2A agonist | Glyco luc inh | MC4R antagonist | MC4R ag barr | Vif imaging | CaV13 ICDI inh | ABCB6 inh 2 | aDG glyco act | PDI inh | H9c2 protect
CN(C)/C=N/c1cc(=O)[nH]c(=O)n1C
  2 | 2 | 3 | -0.7 | -15 | -5 | 98 | 0.0 | -8 | 10
O=C(NC(=S)Nc1ccc(Oc2ccc(Cl)cc2)cc1)c1ccccc1
  5 | -2 | 12 | -1.8 | x | -7 | 92 | 0.1 | 5 | -18
CCOC(=O)C1=C(C)N=C2c3ccccc3C(=O)C2C1c1ccc(Cl)cc1 (centres undefined)
  -2 | -2 | 3 | -1.8 | -5 | -5 | 109 | 0.3 | -10 | 11
CCn1c(SCC(=O)N/N=C/C=C/c2ccco2)nc2ccccc21
  2 | 4 | 12 | 0.5 | -8 | -5 | 103 | -0.2 | 2 | 2
COc1ccc(NC(=O)C2c3ccccc3OCC(=O)N2CC(F)(F)F)cc1 (centres undefined)
  4 | x | x | x | x | -3 | 107 | -0.1 | x | x
CCOc1cccc2sc(Cl)nc12
  1 | 1 | 7 | 0.3 | -1 | -12 | 100 | -0.1 | 12 | -7
Cc1ccc(NC2=C(Cl)C(=O)OC2OC(=O)c2ccccc2)c(C)c1 (centres undefined)
  -7 | 4 | 0 | 4.3 | -3 | -1 | 97 | 0.5 | 8 | 11
Cc1ccc(OCCSc2cc(C)nc(N)n2)cc1
  1 | -3 | -5 | -2.2 | 1 | -5 | 102 | 0.1 | -2 | -12
O=C(NCc1ccc(Cl)cc1)c1cc(S(=O)(=O)N2CCCCC2)c[nH]1
  -3 | -3 | 28 | 0.6 | x | -6 | 97 | 0.1 | 3 | -10
Cn1cncc1C#Cc1ccc2cc(CCCO)oc(=O)c2c1
  1 | -1 | -10 | 1.5 | 0 | -4 | 89 | 0.1 | -2 | -1
O=C(Nc1ccc(N2CCOCC2)cc1N1CCOCC1)c1ccc(F)cc1
  5 | 1 | 3 | 0.0 | 4 | -12 | 98 | -0.2 | -5 | 2
CN(C)/C=C1\C=C2C(=O)c3ccccc3N2C1=O
  -3 | 2 | -45 | -2.2 | x | -22 | 131 | 0.0 | -3 | 27
O=S(=O)(NCCC1=CCCCC1)c1cccc(Br)c1
  1 | -2 | 7 | 4.9 | -12 | -2 | 95 | -0.1 | -3 | -12
CC(C)c1nc2cc(C(=O)NC(c3cccnc3)C(F)(F)F)ccc2o1 (centres undefined)
  6 | 0 | 21 | 0.9 | -10 | -3 | 93 | 0.3 | -2 | -4
Cc1n[nH]c(C)c1S(=O)(=O)N1CCCC(C(=O)N2CCc3ccccc32)C1 (centres undefined)
  2 | -1 | 6 | -2.4 | -9 | -2 | 92 | -0.1 | 9 | -8

Rows are unselected. Share with any hit: about 3.6%.
